# Akt phos inh: Akt phosphorylation inhibition; Neuro2A IGF-stimulated pAkt S473 HTRF, 20 min; stronger effect = lower value; activity change, % for hits at 50 µM; 0.32% of 360,000 active; in the data active = activity change below about -80%; inconclusive = mostly about -51% to -80%; note: % is set by controls: 0 for no effect and ±100 for the full control effect
#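 Neuro2A cells in DMEM with 0.5% FBS, overnight at 37 deg C, given compound at single 50 µM final, then IGF (6 nM final) for 20 min at 37 deg C. Lysed; phospho-Akt Ser473 by HTRF after 24 h, 665/615 ratio.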
# FUS suppressor: FUS proteinopathy suppression in yeast; AID 1347120; S. cerevisiae FUS-expressing, growth rescue, OD600, 24 h; 0.24% of 390,000 active; Potency, µM (doses to about 76.6 µM), for inactives: top-dose growth rescue (activation), most hits filed as activators;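 note: potency is the fitted concentration of half-maximal effect; plate controls were DMSO vehicle for no effect and reference control for full effect; nearly all actives have a fitted effect of over 55% in size; some results filed as inactive show a strong effect at the top dose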
#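 Yeast expressing FUS under galactose induction, OD 0.005 in 2% galactose medium; compounds in a dilution series, 24 h at 30C. Growth rescue by absorbance at 600 nm; CP55940 positive control, DMSO negative.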
# TDP-43 yeast inh: TDP-43 toxicity inhibition in yeast; TDP-43 expressing yeast growth rescue, BacTiter-Glo, 24 h; Potency, µM (titrated, usually from 46.1 µM), for the others: top-dose growth rescue (activation), actives largely listed as activators; 1.8% of 410,000 active; AID 652104; note: potency is the fitted concentration of half-maximal effect; % of control where 0% means no effect; nearly all actives have a fitted effect of over 50% in size
#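 Yeast expressing TDP-43 (pregrown in raffinose, seeded at OD600=0.02 in galactose medium) exposed to compounds 24 hr at 30 deg C. Growth read by BacTiter-Glo luminescence; rescue of toxicity appears as increased signal.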
# Abeta rescue: restores growth of yeast expressing A-beta42 peptide. yeast expressing A-beta42, growth rescue, OD600, 48 h; response scale: 0% DMSO, 100% iron-clioquinol control. Potency, µM (titrated, usually from 46.1 µM), for the others: at the highest dose growth rescue, most hits filed as activators. 0.063% of 410,000 active; note: potency is the fitted concentration of half-maximal effect; nearly all actives have a fitted effect of over 55% in size
#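 Yeast A-beta toxicity model in growth medium with pinned compounds, 48 h at 30 C; growth read as absorbance at 600 nm. Normalized to FeCl3/clioquinol equimolar mix (positive) and DMSO (negative).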
# PTHR1 agonist: agonists of human PTHR1 parathyroid hormone receptor; Q03431; HEK293 GP2 PTHR1 cells, GloSensor cAMP luminescence, 1 h; Potency, µM (doses to about 115 µM), inactives show top-dose activation, most hits filed as activators; 0.075% of 410,000 active; note: potency is the fitted concentration of half-maximal effect; nearly all actives have a fitted effect of over 55% in size; some results filed as inactive show a strong effect at the top dose; inactives centre near -15; many of its hits are not listed in these tables
# Target sequence (Q03431 whole entry, looked up): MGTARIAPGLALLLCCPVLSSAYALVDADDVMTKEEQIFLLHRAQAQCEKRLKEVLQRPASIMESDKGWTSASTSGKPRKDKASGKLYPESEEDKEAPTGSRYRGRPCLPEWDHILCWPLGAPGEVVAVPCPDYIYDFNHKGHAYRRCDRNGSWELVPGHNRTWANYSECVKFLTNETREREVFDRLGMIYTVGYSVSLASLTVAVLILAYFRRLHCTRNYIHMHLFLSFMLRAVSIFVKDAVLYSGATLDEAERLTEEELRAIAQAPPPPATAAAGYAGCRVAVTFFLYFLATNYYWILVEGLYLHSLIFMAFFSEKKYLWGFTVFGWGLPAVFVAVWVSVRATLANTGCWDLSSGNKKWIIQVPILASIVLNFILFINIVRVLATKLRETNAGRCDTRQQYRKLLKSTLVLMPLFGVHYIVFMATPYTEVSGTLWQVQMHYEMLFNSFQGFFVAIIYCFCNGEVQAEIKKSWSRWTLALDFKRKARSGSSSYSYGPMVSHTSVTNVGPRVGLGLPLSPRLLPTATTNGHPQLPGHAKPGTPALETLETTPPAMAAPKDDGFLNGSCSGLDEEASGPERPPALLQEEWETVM
#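 HEK-293-derived GP2 cells expressing PTHR1 and a GloSensor cAMP reporter, 3,000/well, plated overnight, given luciferin plus IBMX (each 0.5 mM as added) for 1 h at 37 °C, then compound for 1 h at 37 °C. Luminescence was read after 15 min at room temperature.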
# MmCpn inh: inhibitors of Methanococcus maripaludis chaperonin (MmCpn) | purified Mm-Cpn ATPase, ADP Transcreener TR-FRET | AID 504842 | Potency, µM (doses to about 76.9 µM), for the others: at the top dose activity, negative = inhibition, actives largely listed as inhibitors | 0.031% of 330,000 active; note: potency is the fitted concentration of half-maximal effect; % is set by controls: 0 for no effect and ±100 for the full control effect; nearly all actives have a fitted effect of over 80% in size
#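 ATPase turnover read by TR-FRET ADP competition (Eu cryptate antibody/ADP-d2, 665/590 nm): 10uM ATP final, 25nM Mm-CPN final, 30 min 37degC after 10-min compound preincubation, pH 7.4 Tris/KCl/MgCl2/DTT buffer.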
# HEK293 tox: cytotoxicity in counter-screen for GLP-1R inverse agonists; HEK293 cAMP-luciferase reporter cells, luminescence, 24 h; Potency, µM (titrated, usually from 38.3 µM), for the others: at the top dose activity change, negative = inhibition, hits mostly inhibitors; 0.13% of 410,000 active;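 note: loss of luciferase light is scored as toxicity; potency is the fitted concentration of half-maximal effect; % is set by controls: 0 for no effect and ±100 for the full control effect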
#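 Seeding density was 200 cells/uL; after overnight-length (12 h) culture, 23 nL compounds went on for 24 h at 37 °C. Readout used a luciferase detection reagent, luminescence taken after 12 min at room temperature.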
# GLP-1R inv ag: acts as inverse agonist at human GLP-1 receptor; P43220; HEK293 GLP-1R CRE-luciferase, luminescence, 24 h; GLP-1R form is constitutively active; Potency, µM (highest dose often 38.3 µM), without a hit: at the top dose activity change, negative = inhibition, usual class: inhibitors; 1.6% of 410,000 active; AID 624417; note: potency is the fitted concentration of half-maximal effect; % is set by controls: 0 for no effect and ±100 for the full control effect; nearly all actives have a fitted effect of over 55% in size
# Target sequence (P43220 whole entry, looked up): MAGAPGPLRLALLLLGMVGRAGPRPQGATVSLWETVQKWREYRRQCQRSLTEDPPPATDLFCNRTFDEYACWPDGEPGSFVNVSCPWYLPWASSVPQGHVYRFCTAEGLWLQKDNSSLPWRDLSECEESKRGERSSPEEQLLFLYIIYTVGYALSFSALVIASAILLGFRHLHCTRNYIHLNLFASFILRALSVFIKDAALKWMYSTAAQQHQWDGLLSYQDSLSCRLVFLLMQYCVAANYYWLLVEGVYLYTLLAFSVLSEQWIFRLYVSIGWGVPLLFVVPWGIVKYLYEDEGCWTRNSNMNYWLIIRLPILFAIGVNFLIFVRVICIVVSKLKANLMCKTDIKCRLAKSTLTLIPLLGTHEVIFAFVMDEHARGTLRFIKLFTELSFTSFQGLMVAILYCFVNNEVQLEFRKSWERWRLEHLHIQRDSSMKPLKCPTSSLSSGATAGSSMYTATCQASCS
#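 Assay principle: reduced luminescence from a cAMP-responsive reporter in HEK293 cells co-expressing a constitutively active GLP-1R. Conditions: 24 hr compound incubation, 37 deg C, 5% CO2.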
# aSyn rescue: inhibitors of alpha-synuclein toxicity in yeast. Yeast expressing alpha-synuclein, growth rescue, BacTiter-Glo, 24 h. Potency, µM (series often up to 46.1 µM), without a hit: top-dose growth rescue (activation), usual class: activators. 0.14% of 370,000 active; note: potency is the fitted concentration of half-maximal effect; % of control where 0% means no effect; nearly all actives have a fitted effect of over 65% in size
#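 Galactose-induced alpha-syn yeast (OD600=0.02, raffinose-pregrown) + pinned cpd, 24 hr, 30 deg C; growth by BacTiter-Glo luminescence. Growth restoration scores as activation.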
# * = called active by the depositor; i = inactive; u = inconclusive; x = no result given; [ ] = dose if it differs, or a comment. Unless noted, calls come from the whole dose curve; as a rule, active = well fitted curve in the direction sought with a large enough effect; inconclusive = small, poorly fitted or top-dose-only effect, or another doubt; inactive = no such curve, though single readings can be large; an effect the other way counts as inactive or inconclusive. A portion of the library; rates above refer to the full screens.
SMILES,Akt phos inh,FUS suppressor,TDP-43 yeast inh,Abeta rescue,PTHR1 agonist,MmCpn inh,HEK293 tox,GLP-1R inv ag,aSyn rescue
COc1cccc(C(=O)CSc2nnc(-c3cc(OC)c(OC)c(OC)c3)o2)c1,i,-2%,-4%,18%,-9%[57.5 µM],-18%,1%,0%,0%
O=C(CN1C(=O)NC2(CCCC2)C1=O)OCc1cc(=O)n2cc(Br)ccc2n1,i,22%,4%,12%,-6%,-1%,-1%,13%,-1%
COc1ccc(S(N)(=O)=O)cc1C(=O)OCC1CCCCC1,i,4%,-2%,25%,-8%,3%,-27%,0%,5%
Cc1nc(N2CCN(Cc3nc4ccccc4[nH]3)CC2)c2oc3ccccc3c2n1,i,15%,6%,-10%,i,1%,-26%,u,2%
COc1cc(NC(=O)CSc2nc3ccccc3nc2Cc2ccccc2OC)cc(OC)c1,x,13%,7%,-11%,13%,x,-1%,8%,x
CCCCNC(=O)C1(C)CCN1C(=O)c1ccc2c(c1)CCO2 (stereo not given),i,-19%,13%,-4%,-4%,x,-11%,13%,-8%
C=CCNS(=O)(=O)c1ccc(OC)c(C)c1,i,20%,-4%,13%,i,1%,12%,43%,-7%
CCOC(=O)C1=C(O)/C(=C\c2cc(C)n(-c3ccc(F)cc3)c2C)N=C1C,i,44%,-20%,-9%,i,-8%,4%,14%,-5%
N/C(=N\N=C/c1ccc(F)cc1)N/N=C\c1ccc(F)cc1,i,-14%,-4%,-11%,-23%,1%,u,u,-10%
CCN(CC(=O)Nc1ccc(NC(C)=O)cc1)S(=O)(=O)/C=C/c1ccccc1,i,-12%,13%,1%,-9%,-1%,-9%,15%,5%
Cc1nc(-c2ccc(F)cc2)sc1CCNC(=O)c1ccccc1,x,10%,18µM*,9%,i,x,-1%,-15%,x
COc1ccc(OC)c(S(=O)(=O)N2CCCC(C(=O)N3CCCC3)C2)c1 (stereo not given),i,0%,1%,-3%,i,-2%,-4%,-19%,-1%
CCOC(=O)c1cccc(NC(=O)C2Cc3ccccc3N2C(=O)c2ccccc2)c1 (stereo not given),x,16%,29%,-4%,-32%,x,1%,12%,x
Cc1c(Cl)cccc1NC(=O)CNC(=O)c1ccccc1F,i,17%,-20%,0%,i,0%,-13%,3%,-5%
COc1ccc(NC(=O)COC(=O)Cc2c(F)cccc2Cl)cc1OC,i,2%,-14%,-9%,-33%[inhibitor],2%,-2%,31%[activator],-1%

# Profiles, looked up by structure. Screens in order: Akt phos inh | FUS suppressor | TDP-43 yeast inh | Abeta rescue | PTHR1 agonist | MmCpn inh | HEK293 tox | GLP-1R inv ag | aSyn rescue
# COc1ccc(NC(=O)COC(=O)Cc2c(F)cccc2Cl)cc1OC is listed with i | 2% | -14% | -9% | -33%[inhibitor] | 2% | -2% | 31%[activator] | -1%
# Cc1nc(N2CCN(Cc3nc4ccccc4[nH]3)CC2)c2oc3ccccc3c2n1 is listed with i | 15% | 6% | -10% | i | 1% | -26% | u | 2%
# COc1cccc(C(=O)CSc2nnc(-c3cc(OC)c(OC)c(OC)c3)o2)c1 is listed with i | -2% | -4% | 18% | -9%[57.5 µM] | -18% | 1% | 0% | 0%
# Cc1c(Cl)cccc1NC(=O)CNC(=O)c1ccccc1F is listed with i | 17% | -20% | 0% | i | 0% | -13% | 3% | -5%
# Cc1nc(-c2ccc(F)cc2)sc1CCNC(=O)c1ccccc1 is listed with x | 10% | 18µM* | 9% | i | x | -1% | -15% | x

# More results follow:
SMILES,Akt phos inh,FUS suppressor,TDP-43 yeast inh,Abeta rescue,PTHR1 agonist,MmCpn inh,HEK293 tox,GLP-1R inv ag,aSyn rescue
CN(C(=O)c1ccc(Br)cc1)C1CCS(=O)(=O)C1 (stereo not given),i,12%,0%,9%,i,1%,1%,30%,0%
Cc1c(CN(C)C(=O)c2ccc(Br)o2)cnn1C,i,-10%,20%,23%,i,2%,-5%,0%,0%
COc1ccccc1CNC(=O)CCCCn1c(=O)c2ccccc2n(Cc2ccccc2F)c1=O,x,4%,0%,-18%,i,x,-1%,4%,x
CC(=O)Nc1ccc(S(=O)(=O)NC2CC(=O)N(c3ccc4c(c3)OCCO4)C2)cc1 (stereo not given),i,3%,-10%,9%,i,1%,-9%,-8%,0%
CCCCN1CCCCC1(C)C(=O)NCc1cccc(OC)c1 (stereo not given),i,18%,8%,14%,i,x,2%,-26%,-7%
CN(C)c1ccc(/C=N/OC(=O)Nc2ccccc2Cl)cc1,i,-11%,u,13%,-4%,-11%,-3%[7.66 µM],-2%[7.66 µM],1%
O=C(CCc1ccccc1)N=C1SC2CS(=O)(=O)CC2N1c1ccc(F)cc1 (stereo not given),i,9%,-9%,6%,i,0%,-5%,-2%,1%
Cc1ccccc1NC(=O)CSc1nc(-c2cccs2)nc2cc(=O)[nH]n12,x,4%,18%,1%,-5%,-2%,7%,5%,x
Cc1nc2ccc(Br)cc2c(-c2ccccc2)c1C(=O)O,i,13%,11%,2%,-18%,-10%,-3%,15%,5%
COc1ccc2c(CC(=O)Nc3ccc(OC)c(NS(=O)(=O)c4ccc(F)cc4)c3)coc2c1,i,11%,-8%,5%,i,-1%,-3%,u,-3%
Cc1ccc(C#N)c(SCc2ccccc2F)n1,i,-1%,-25%,-2%,i,0%,u,6%,-1%
Cn1c(=O)[nH]c(=O)c2c1nc(SCC(=O)O)n2CCOc1ccccc1,i,-10%,-6%,-7%,i,-1%,-1%,-6%,1%
S=c1[nH]c(-c2ccccc2)cn1-c1ccccc1,i,-4%,13µM*,13µM*,-11%,-2%,5%,1%,0%
O=C(NCc1cccc2[nH]ccc12)C1CCC(=O)N(CCc2ccc(Cl)cc2)C1 (stereo not given),i,x,18%,-11%,-4%,1%,0%,u,-1%
CN(Cc1nc(CC2CC2)no1)CC12CC3CC(CC(C3)C1)C2,i,17%,10%[9.22 µM],13%,-22%,1%,-3%[7.66 µM],-7%[7.66 µM],0%
CCN(CC)S(=O)(=O)c1ccc(N2CCc3ccccc3C2)nc1,i,12%,u,-1%,-1%,u,3%,u,22%
COc1ccc(N2CCN(C(=O)CN(CCc3ccccc3)S(C)(=O)=O)CC2)cc1,i,10%,-14%,-1%,-42%[inhibitor],0%,-6%,-1%,3%
Cc1ccsc1C1C(C#N)=C(N)OC2=C1C(=O)CC(C)C2 (stereo not given),i,8%,-10%,8%,i,1%,-3%,7%,5%
O=C(Nc1ccc2c(c1)OCO2)c1ccc2nc[nH]c2c1,i,17%,14%,1%,-21%[57.5 µM],-1%,-5%,39%[activator],-9%
CC1CCC/C(=N\NC(=O)c2ccncc2)C1 (stereo not given),i,-25%,-10%,1%,-19%,1%,9%,22%,0%
CCc1ccccc1NC1c2ccccc2C(=O)N1c1cc(C)ccn1 (stereo not given),i,-19%,0%,2%,i,0%,3%,-26%,1%
CSc1ccc(CCNC(=O)CCn2c(=O)c3cccn3c3ccc(F)cc32)cc1,x,3%,9%,-14%,i,x,0%,-1%,x
Cc1ccc(-c2nn(-c3ccc(F)cc3)cc2C(=O)NCC2CCCO2)cc1 (stereo not given),i,21%,26%,2%,-20%,2%,-2%,u,1%
Cc1nnc(-n2cnc3ccccc32)c2ccccc12,i,3%,8%,23%,i,1%,-5%,12%,0%
COc1ccc(/C=N/Nc2nc(=O)[nH]nc2C)cc1[N+](=O)[O-],i,17%,-25%,-17%,0%,-16%,-12%,-18%,-12%
COc1cc(Cl)cc2c1Sc1ccccc1/C2=C/CCN(C)C,i,22%,-2%,-15%,-16%,-7%[15.4 µM],11%,u,1%
S=c1[nH]nc(CSc2nc3ccccc3s2)o1,i,31%,u,10%,-5%[57.5 µM],2%,12%,1%,1%
Cc1nccn1S(=O)(=O)c1ccc(Br)cc1Br,i,2%,14%,26%,-5%[57.5 µM],-1%,-2%,-20%,5%
CCOCCn1c(SC(C)C(C)=O)nc2c1c(=O)[nH]c(=O)n2C (stereo not given),i,4%,5%,2%,i,-2%,0%,14%,0%
O=C(COC(=O)CNC(=O)c1ccc(Cl)cc1Cl)NC(=O)NC1CCCCC1,i,27%,9%,6%,i,0%,-5%,3%,0%
O=C(NC(=S)NNC(=O)c1cccs1)c1ccco1,i,1%,-10%,26%,-18%[57.5 µM],0%,0%,6%,4%
Cc1ccc([C@H]2N[C@]3(CCCN(Cc4ccc(F)cc4)C3=O)[C@H]3C(=O)N(Cc4ccccc4)C(=O)[C@@H]23)cc1,i,u,4%,7%,-34%[inhibitor],x,-5%,u,0%
O=C1CCC([N+](=O)[O-])C(C2CC=CCC2)N1 (stereo not given),i,21%,8%,-17%,i,x,17%,24%,-4%
C=CCOC(=O)C1=C[C@@H](c2ccc(Br)cc2)[C@H](CCCO)[C@@H](OCC)O1,i,35%,20%,1%,-16%,x,u,u,17%

# As a working copy, some entries already given:
SMILES,Akt phos inh,FUS suppressor,TDP-43 yeast inh,Abeta rescue,PTHR1 agonist,MmCpn inh,HEK293 tox,GLP-1R inv ag,aSyn rescue
O=C(COC(=O)CNC(=O)c1ccc(Cl)cc1Cl)NC(=O)NC1CCCCC1,i,27%,9%,6%,i,0%,-5%,3%,0%
O=C(NC(=S)NNC(=O)c1cccs1)c1ccco1,i,1%,-10%,26%,-18%[57.5 µM],0%,0%,6%,4%
